Bioassay records (PubChem)
MEKK2 WT-MEK5: raises or lowers MEK5 binding to wildtype human MEKK2 PB1 domain; Q9Y2U5; bead flow cytometry, Alexa488-MEK5 binding to MEKK2 WT; actives lie on both sides; binding response (% of control), % at 10 µM; 290,000 tested, 1.1% active; AID 1531; in the data active = binding response below about 67% or above about 130%
M18AAP inhibitor: blocks P. falciparum M18 aspartyl aminopeptidase; recombinant PfM18AAP, H-Glu-NHMec fluorogenic cleavage; inhibition, % at 7.35 µM; 290,000 tested, 1.2% active;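 active = inhibition above the campaign mean inhibition over all tested compounds plus 3 SD, cut at about 28% in these data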;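 note: 0% = plate median of test compound wells and 100% = 2 mM ZnCl2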
MEKK2mut PB1 HTS: signal of MEK5 binding to mutant human MEKK2 PB1 domain; 290,000 tested, 0.35% active; percent response, % at 10 µM; AID 1530; bead flow cytometry, Alexa488-MEK5 binding to MEKK2 mutant; in the data active = percent response above about 24%, passing the limit was not always enough; note: inactives centre near 1; some results filed as inactive read as strong as hits; reference of the scale not given here
UBC9 SUMO inh: blocks human SUMOylation mediated by UBC9. AID 2006. HTRF SUMOylation assay, SAE1/SAE2 + UBC9, in vitro. 290,000 tested, 0.36% active. inhibition, % at 35 µM; in the data active = inhibition above about 50%, passing the limit was not always enough; note: strong numbers were not always called active
Target sequence (P63279 whole entry, looked up): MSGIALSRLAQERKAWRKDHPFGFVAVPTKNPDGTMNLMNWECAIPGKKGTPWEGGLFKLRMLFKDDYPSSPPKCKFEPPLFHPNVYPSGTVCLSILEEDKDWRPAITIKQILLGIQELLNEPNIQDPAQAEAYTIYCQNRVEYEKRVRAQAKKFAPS
pCIP destab: compounds decreasing mouse p/CIP protein stability; Q05BA5; F442A p/CIP-EGFP cells, EGFP fluorescence, 16 h; decrease of EGFP signal, % at 10 µM; 290,000 tested, 0.01% active;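 active = EGFP signal decrease of at least 30% at 10 µM or well 3 SD below plate mean, unless failing retest; inactive = the rest, including hits failing retest or dose response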; note: some compounds called inactive have numbers as strong as hits; many of its hits are not listed in these tables
NALP1 yeast inh: NALP1 inhibition | AID 2071 | 280,000 tested, 0.61% active | inhibition, % at 10 µM | S. cerevisiae NALP1/ASC/caspase-1 growth, X-gal OD620, 72 h; in the data active = inhibition mostly above about 24%, no sharp cut-off; inactive = mostly below about 32%; note: some compounds called inactive have numbers as strong as hits
MEKK3 PB1 HTS: MEKK3-MEK5 PB1 interaction, increase or decrease; Q99759; 290,000 tested, 1.4% active; bead-based flow cytometry, Alexa488-MEK5 binding to MEKK3; actives lie on both sides; 0 = blocked by unlabeled MEK5, 100 = vehicle; binding response (% of control), % at 10 µM;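 active = binding response more than 3 SD above or below the average of its plate-row segment, actives on both sides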;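 note: Alexa488 bead fluorescence after subtracting the streptavidin-only scavenger bead signal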
Target sequence (Q99759 whole entry, looked up): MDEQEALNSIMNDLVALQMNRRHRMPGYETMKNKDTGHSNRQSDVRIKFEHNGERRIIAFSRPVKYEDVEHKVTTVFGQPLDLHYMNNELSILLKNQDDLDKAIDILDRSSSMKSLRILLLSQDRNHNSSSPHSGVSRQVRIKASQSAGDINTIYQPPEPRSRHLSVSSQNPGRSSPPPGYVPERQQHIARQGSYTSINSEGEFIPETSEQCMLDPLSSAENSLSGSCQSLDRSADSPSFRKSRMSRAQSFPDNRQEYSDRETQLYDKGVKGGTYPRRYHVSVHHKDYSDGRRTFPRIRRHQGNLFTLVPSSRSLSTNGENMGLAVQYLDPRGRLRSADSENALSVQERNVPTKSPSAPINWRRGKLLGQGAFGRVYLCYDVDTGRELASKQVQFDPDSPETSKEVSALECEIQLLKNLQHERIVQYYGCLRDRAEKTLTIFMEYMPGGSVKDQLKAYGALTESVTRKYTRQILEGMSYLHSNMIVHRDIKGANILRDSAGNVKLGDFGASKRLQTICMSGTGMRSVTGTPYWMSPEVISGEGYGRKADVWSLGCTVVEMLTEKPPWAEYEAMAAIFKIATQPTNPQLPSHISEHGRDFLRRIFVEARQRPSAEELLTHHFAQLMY
IDE cell activ: IDE (human) activation, cell-based | 340,000 tested, 0.073% active | activation, % at 5.96 µM | HEK cells, FAbeta-B cleavage, fluorescence polarization; 0% vehicle, 100% cell-free pure enzyme wells | P14735;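 active = activation above the mean of all tested compounds plus 3 SD, set per screening campaign, cut at about 17% in these data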
IDE inh: cellular human IDE inhibition; AID 434962; inhibition, % at 5.59 µM; HEK cells, FAbetaB cleavage, fluorescence polarization; 320,000 tested, 0.41% active;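 active = percent inhibition above the average of all tested compounds plus 3 SD, set per screening campaign, cut at about 16% in these data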;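 note: IDE supplied by intact live HEK cells; FP after avidin binding of uncleaved biotin substrate so inhibition keeps polarization high; 0% = DMSO wells and 100% = 60 µM reference IDE inhibitor Ii1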
Numbers without * were called inactive; nt = not tested or not shown. This is a subset. The share of hits here may be higher or lower than overall.

entry	pCIP destab	MEKK2 WT-MEK5	IDE inh	IDE cell activ	MEKK3 PB1 HTS	NALP1 yeast inh	M18AAP inhibitor	UBC9 SUMO inh	MEKK2mut PB1 HTS	smiles
1	7	116	-3	0	107	-22	-3	13	8	CN(CCc1ccccn1)C(=O)CCC1CCCN(C(=O)CN2CCCCCC2)C1 (stereo not given)
2	2	104	3	-2	115	23	-7	7	5	Cn1c(CO)cnc1SCC(=O)c1ccc(Cl)cc1
3	0	nt	5	3	nt	-1	-1	16	nt	O=P(O)(c1ccccc1)c1ccccc1O
4	-15	93	-2	-6	100	13	0	20	-9	CC(C)OC(=O)NCCOC(=O)Nc1ccc(Cl)cc1
5	6	99	0	3	105	9	-2	1	-1	CC(=C/c1ccc(C(C)C)cc1)/C=N/NC(=O)CSc1ccccn1
6	-6	93	-4	3	95	-3	2	31	-4	O=C(CSc1cn(CC(=O)N2CCCCCC2)c2ccccc12)NCC1CCCO1 (stereo not given)
7	-2	100	7	-31	96	8	16	nt	-1	N#Cc1c(N2CCCCC2)nc(N)c2c(N)nc(SCC(=O)O)cc12
8	-6	99	0	2	97	11	7	-3	2	O=C(NCCc1cccc(F)c1)C1CCN(S(=O)(=O)c2ccc(F)cc2)CC1
9	2	98	1	0	97	-2	-2	20	0	CCOC(=O)C1=C(C)NC(=O)CC1c1ccccc1OC (stereo not given)
10	-6	91	5	5	93	nt	4	3	-2	COC(=O)c1cc(N=C(N)N=C(N)N)cc(C(=O)OC)c1
11	-10	102	3	3	98	6	1	18	1	Nc1cc(N)nc(SCC(=O)Nc2ccc3c(c2)OCCCO3)n1
12	-2	83	-4	-2	85	-14	-19	6	-27	NNC(=O)c1sccc1OCc1ccc(F)cc1
13	-12	89	9	-6	85	14	-4	-1	-19	N#C/C(=C\c1ccccc1[N+](=O)[O-])C(=O)NCc1ccccc1
14	-1	88	-3	6	90	10	-3	nt	-11	Cc1cccc(NS(=O)(=O)c2cc3c4c(c2)CC(=O)N4CCC3)c1C
15	11	96	9	6	99	33	17	5	-3	CN1C/C(=N\S(=O)(=O)c2ccccc2)N(C)C1=O
16	-7	108	4	4	100	36*	-3	-10	-2	CCOCc1c(C(=O)Nc2cc(OCC)c(N3CCOCC3)cc2OCC)oc2ccccc12
17	5	nt	-3	8	nt	45	5	-13	nt	O=C(N[C@@H](Cc1ccccc1)C(=O)NC1CCCCC1)c1ccco1
18	4	106	-1	5	104	17	-4	1	5	CC(C)c1ccc(NC(=O)Nc2cnccn2)cc1
19	-10	103	-4	4	101	4	-9	13	5	CCCC(=O)Nc1nnc(S(=O)(=O)N(C)Cc2ccco2)s1
20	-7	107	-3	-3	112	1	2	16	0	CSc1nnc(C)c(=O)n1COC(=O)c1ccccc1
21	-8	97	12	0	97	15	0	-4	0	S=c1[nH]cc(Cc2ccccc2)s1
22	-7	107	4	-2	101	30	12	-18	9	COc1ccc(C(=O)NNC(=O)c2cc3cc([N+](=O)[O-])ccc3oc2=O)cc1OC
23	6	110	-5	5	103	10	0	3	5	CCOc1cc(CN2CCC(n3nccc3NC(=O)C3CC3)CC2)ccc1O
24	-9	90	0	-3	89	-20	-14	18	-3	CCC(=O)Nc1nnc(SCC(=O)NCCc2ccc(OC)c(OC)c2)s1
25	-4	93	2	-2	88	10	-4	-26	-5	CC(C)C(=O)NC(Nc1ccc(S(N)(=O)=O)cc1)C(Cl)(Cl)Cl (stereo not given)
26	-1	91	8	6	95	-19	-3	-5	1	O=C(Nc1ccccc1)c1ccc(-n2cnnn2)cc1
27	-7	105	2	-1	100	14	-2	2	2	CC12CC3CC(C)(C1)CC(C(=O)NCc1ccncc1)(C3)C2
28	-8	108	2	2	105	12	1	1	5	O=C(Nc1cccnc1Cl)c1cccs1
29	-2	97	-3	2	99	-9	-6	13	0	CCC(CC)NC(=O)Cc1ccccc1OC
30	-13	96	2	-6	90	-2	2	24	1	CC(Sc1nc(-c2ccccc2)cc(=O)[nH]1)C(=O)O (stereo not given)
31	-7	111	3	9	110	8	-5	41	5	O=C1CCCc2c1nc(-c1ccccc1)n2O
32	4	99	10	1	98	-4	2	-3	3	Cc1onc(-c2ccccc2Cl)c1NC(=O)NCc1cccs1
33	-6	113	-4	3	115	8	6	-12	4	CCn1c(/C=C2/C(=O)N(C)c3ccccc32)nc2ccccc2c1=O
34	12	101	5	4	102	16	0	12	0	CCCn1nnnc1NC(=O)COc1ccc(Cl)c(C)c1
35	-17	108	2	2	104	4	-11	2	8	CCCc1nn(-c2cc(Cl)ccc2OC)c2c1C(=O)CC(C)(C)C2
36	-11	93	9	2	105	14	-10	27	-2	CN(C)C=Nc1ncc2c3ccccc3n(Cc3ccccc3)c2c1C#N
37	-9	96	1	6	99	2	25	5	-4	COc1ccccc1-n1c(=O)c2c3c(sc2n2c(=S)[nH]nc12)CCC3
38	-7	93	-4	4	91	16	-7	15	-13	NC(=O)C1=CN(Cc2ccc(Cl)cc2)CCC1C(F)(F)F (stereo not given)
39	-1	92	-1	4	101	33	-10	44	-2	COc1ccc(-c2cc(C(=O)Oc3ccc([N+](=O)[O-])cc3)c3ccccc3n2)cc1
40	-13	108	2	1	103	2	8	-5	4	O=c1cc[nH]c2c(C(F)(F)F)cccc12

2 entries picked at random from those above, as already listed:
entry	pCIP destab	MEKK2 WT-MEK5	IDE inh	IDE cell activ	MEKK3 PB1 HTS	NALP1 yeast inh	M18AAP inhibitor	UBC9 SUMO inh	MEKK2mut PB1 HTS	smiles
4	-15	93	-2	-6	100	13	0	20	-9	CC(C)OC(=O)NCCOC(=O)Nc1ccc(Cl)cc1
18	4	106	-1	5	104	17	-4	1	5	CC(C)c1ccc(NC(=O)Nc2cnccn2)cc1

Going on with the list:
entry	pCIP destab	MEKK2 WT-MEK5	IDE inh	IDE cell activ	MEKK3 PB1 HTS	NALP1 yeast inh	M18AAP inhibitor	UBC9 SUMO inh	MEKK2mut PB1 HTS	smiles
41	-5	108	6	-1	103	15	-6	34	4	O=C(Cn1c(NCCCO)nc2ccccc21)c1cccc(Br)c1
42	0	106	4	-2	101	4	-15	13	3	Cc1sc2nc(SCC(=O)c3cccs3)n(Cc3ccco3)c(=O)c2c1C
43	nt	97	-1	nt	100	nt	nt	nt	-2	COC(=O)CCC(=O)OC1(C)C(=O)C=C2C=C(C3CC3)N(c3ccc(CO)cc3)C=C2C1=O (stereo not given)
44	10	99	2	3	103	24	7	-16	-5	O=[N+]([O-])c1ccc2[nH]c3c(c2c1)CCCC3
45	2	100	-3	1	104	3	5	0	3	COc1ccc(CNC(=O)CCCSc2ccccc2)cc1
46	-9	94	3	1	99	0	29*	9	-2	COc1cccc(/C=N/NC(=S)Nc2cccc(C(=O)O)c2)c1
47	-28	141*	-2	-2	100	5	-4	-24	14	O=C(Nc1ccc(Cl)cc1)Nc1ccc2c(c1)N1CCN=C1S2
48	-6	126	-9	0	108	36	2	-16	19	Cc1sc2nc(CN3CCCCC3)nc(Cl)c2c1C
49	-13	105	8	3	105	-11	-1	-8	7	Cc1ccc(OCc2ccccc2C)c([N+](=O)[O-])n1
50	11	100	-2	4	98	19	2	1	1	Cc1cccc(C)c1NC(=O)C1CCCN1S(=O)(=O)c1ccc2c(c1)n(C)c(=O)c(=O)n2C (stereo not given)
51	0	115	-2	0	116	nt	1	-3	12	O=C(CSc1ncnc2ccccc12)Nc1ccc2c(c1)OCO2
52	-3	92	0	0	101	4	-10	13	-8	CCOC(=O)c1ccc(N=C2SC(C(=O)Nc3ccc(C(=O)O)cc3)CC(=O)N2Cc2cccs2)cc1 (stereo not given)
53	4	104	5	1	100	10	-2	5	-1	CCCS(=O)(=O)N1CCC(C(=O)NCc2ccc3c(c2)OCO3)CC1
54	-1	103	0	1	102	16	0	17	3	Cc1cc(-c2ccco2)n(CC(=O)O)n1
55	-3	95	1	1	99	-80	2	4	-2	Cc1ccc2c(c1)nnn2C1CCN(S(=O)(=O)c2ccc(C(=O)N(C)C)cc2)CC1
56	-11	94	-1	1	100	4	-20	17	-3	Cc1cc(S(=O)(=O)NC2CCCCC2)ccc1-n1cnnn1
57	-7	104	-2	6	110	14	3	-14	-1	Cc1cccc(C(=O)Oc2ccccc2/C=N/NC(=O)c2ccc(NC(=O)C(C)(C)C)cc2)c1
58	-2	107	nt	3	105	5	-9	11	5	COc1cc2c(cc1OC)C(c1ccc(OC)c(OC)c1OC)CC(=O)N2 (stereo not given)
59	-1	98	0	2	96	-14	25	18	-2	COc1ccc(OCc2nnc(SCC(=O)N(C)Cc3ccccc3)n2N)cc1
60	-8	83	5	3	89	41	-4	13	-7	CCOC(=O)c1c(NC(=O)CSC2=NN3CCCC(=O)N=C3S2)sc2c1CCCCC2
61	nt	104	-2	-5	103	nt	11	nt	0	COc1cc(OC)c(C(=O)Nc2ncn[nH]2)cc1OC
62	-2	99	5	-7	100	13	-3	26	3	Cn1c(=S)n(/N=C/c2cccs2)c2ccccc21
63	-2	104	0	4	101	0	-6	-2	4	CCN1CCCC1CNC(=O)C(=O)NC (stereo not given)
64	-13	108	5	-1	107	39	2	5	11	O=C(Cc1ccc(Cl)cc1)NC(=S)Nc1ccccc1N1CCOCC1
65	-1	nt	-3	5	nt	6	-1	15	nt	O=C(CSc1ccccc1)NCc1cccnc1
66	-9	101	1	0	101	7	5	7	2	COc1cccc(NS(=O)(=O)c2cc3[nH]c(=O)c(=O)[nH]c3cc2C)c1
67	7	103	0	1	105	-4	6	13	5	Cc1cc(C(F)(F)F)n2nc(-c3cnn(C)c3C(F)(F)F)cc2n1
68	-8	99	-4	6	97	10	0	-20	-1	O=C(O)CC/C(=N/NC(=O)CNC(=O)C(c1ccccc1)c1ccccc1)c1ccccc1
69	0	107	0	6	108	38	6	0	10	O=C(CSCc1ccc(F)cc1)Nc1ccccc1

2 compounds from above, reduced to IDE inh:
no.	molecule	IDE inh
34	CCCn1nnnc1NC(=O)COc1ccc(Cl)c(C)c1	5
35	CCCc1nn(-c2cc(Cl)ccc2OC)c2c1C(=O)CC(C)(C)C2	2
